Assay outcomes as filed in PubChem BioAssay.
TcdB GH inh = TcdB glycohydrolase inhibition; inhibition, % at 9.99 µM; hit rate 0.24% among 350,000; P18177; AID 652162; TcdB glycohydrolase enzymatic assay, plate reader; in the data active = inhibition above about 10%
Target sequence (P18177 whole entry, looked up): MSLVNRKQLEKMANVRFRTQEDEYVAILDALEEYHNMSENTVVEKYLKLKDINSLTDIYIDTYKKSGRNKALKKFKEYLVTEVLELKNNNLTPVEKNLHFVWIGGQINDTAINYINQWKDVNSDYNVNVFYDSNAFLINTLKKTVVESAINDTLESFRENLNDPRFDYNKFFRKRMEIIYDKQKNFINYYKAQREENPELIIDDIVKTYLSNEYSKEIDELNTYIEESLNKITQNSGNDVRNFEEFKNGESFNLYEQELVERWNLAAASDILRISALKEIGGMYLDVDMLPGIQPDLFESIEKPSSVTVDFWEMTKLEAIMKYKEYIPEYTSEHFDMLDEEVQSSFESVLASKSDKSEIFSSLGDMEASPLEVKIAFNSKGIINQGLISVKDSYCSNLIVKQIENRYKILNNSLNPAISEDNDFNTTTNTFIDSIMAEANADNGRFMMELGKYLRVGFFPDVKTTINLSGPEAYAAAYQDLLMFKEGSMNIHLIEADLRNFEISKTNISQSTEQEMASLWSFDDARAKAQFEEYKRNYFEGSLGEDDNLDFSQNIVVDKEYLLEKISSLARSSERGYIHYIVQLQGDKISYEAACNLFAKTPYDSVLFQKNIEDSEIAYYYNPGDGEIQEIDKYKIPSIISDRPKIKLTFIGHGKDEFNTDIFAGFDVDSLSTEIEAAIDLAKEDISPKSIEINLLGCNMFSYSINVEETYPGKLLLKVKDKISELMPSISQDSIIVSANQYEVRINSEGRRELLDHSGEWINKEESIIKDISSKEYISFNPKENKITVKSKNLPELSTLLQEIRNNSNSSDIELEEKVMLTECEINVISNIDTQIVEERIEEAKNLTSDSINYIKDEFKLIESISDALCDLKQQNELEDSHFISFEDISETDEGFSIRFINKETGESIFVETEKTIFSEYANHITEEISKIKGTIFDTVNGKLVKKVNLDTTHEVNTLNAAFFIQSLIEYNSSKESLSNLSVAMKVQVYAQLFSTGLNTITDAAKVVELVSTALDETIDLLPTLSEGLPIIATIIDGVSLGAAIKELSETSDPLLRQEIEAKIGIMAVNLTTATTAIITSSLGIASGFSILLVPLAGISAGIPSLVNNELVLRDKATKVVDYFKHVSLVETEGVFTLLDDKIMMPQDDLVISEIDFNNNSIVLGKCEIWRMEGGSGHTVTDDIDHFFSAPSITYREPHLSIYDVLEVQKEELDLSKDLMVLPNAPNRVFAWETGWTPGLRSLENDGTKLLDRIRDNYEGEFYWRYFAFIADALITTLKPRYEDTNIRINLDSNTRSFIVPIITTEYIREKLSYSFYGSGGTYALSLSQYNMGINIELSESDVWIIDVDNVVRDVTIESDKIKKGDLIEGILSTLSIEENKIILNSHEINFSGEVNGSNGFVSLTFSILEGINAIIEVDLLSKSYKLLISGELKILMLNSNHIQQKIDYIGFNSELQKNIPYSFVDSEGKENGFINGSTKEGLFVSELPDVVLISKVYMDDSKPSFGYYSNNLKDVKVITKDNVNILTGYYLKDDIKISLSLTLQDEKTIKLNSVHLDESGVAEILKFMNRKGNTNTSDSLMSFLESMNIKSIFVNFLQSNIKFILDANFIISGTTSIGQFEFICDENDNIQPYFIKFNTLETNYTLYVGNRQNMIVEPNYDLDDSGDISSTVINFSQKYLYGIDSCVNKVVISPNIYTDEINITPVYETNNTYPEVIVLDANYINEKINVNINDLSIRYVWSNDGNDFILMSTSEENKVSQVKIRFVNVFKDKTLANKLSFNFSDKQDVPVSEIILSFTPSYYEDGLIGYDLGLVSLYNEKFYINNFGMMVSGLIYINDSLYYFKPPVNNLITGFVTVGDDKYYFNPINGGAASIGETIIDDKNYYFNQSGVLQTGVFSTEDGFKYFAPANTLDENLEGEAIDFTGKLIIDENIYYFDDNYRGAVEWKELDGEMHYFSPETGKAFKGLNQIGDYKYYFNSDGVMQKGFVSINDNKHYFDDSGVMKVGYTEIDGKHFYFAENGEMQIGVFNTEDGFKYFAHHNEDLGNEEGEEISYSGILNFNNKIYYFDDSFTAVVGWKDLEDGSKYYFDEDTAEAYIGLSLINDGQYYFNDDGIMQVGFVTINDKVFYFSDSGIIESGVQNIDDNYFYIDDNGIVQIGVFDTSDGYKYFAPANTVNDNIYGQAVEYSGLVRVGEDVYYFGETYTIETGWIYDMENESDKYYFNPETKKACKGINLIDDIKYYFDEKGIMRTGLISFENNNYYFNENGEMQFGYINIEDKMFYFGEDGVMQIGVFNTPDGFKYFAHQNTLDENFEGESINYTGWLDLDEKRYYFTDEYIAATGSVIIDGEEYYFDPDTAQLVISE
The depositor's hits bear a star; & = joins results of further samples. A portion of the library; count on the stated rates, not on these rows.

SMILES	TcdB GH inh
COC(=O)[C@@H]1N[C@@H]2c3ccc(C4=CCCCC4)c(=O)n3C[C@@H]2[C@H]1CO	0.2
CC(C)CC#Cc1cnc2c(c1)C(=O)N([C@@H](C)CO)C[C@@H](C)[C@@H](CN(C)C(=O)c1cnccn1)O2	0.2
Cc1noc(C)c1NC(=O)Nc1cccc2c1O[C@H](CN(C)C(=O)Nc1ccc3c(c1)OCO3)[C@@H](C)CN([C@@H](C)CO)C2=O	0.9
COc1ccc(S(=O)(=O)N(C)C[C@@H]2Oc3cc(-c4ccccc4OC)ccc3S(=O)(=O)N([C@H](C)CO)C[C@@H]2C)cc1	-1.0
O=C(Nc1ccc(F)cc1)Nc1ccc2c(c1)[C@@H]1C[C@@H](CC(=O)N3CCOCC3)O[C@H](CO)[C@@H]1O2	-0.7
O=C(Cc1ccccn1)NCC[C@H]1CC[C@@H](NS(=O)(=O)c2ccccc2)[C@@H](CO)O1	-0.2
CO[C@H]1CN(C)C(=O)c2cc(NC(=O)CC(F)(F)F)ccc2OC[C@H](C)N(C(=O)c2ccccc2F)C[C@@H]1C	-0.4
CC=Cc1ccc2n(c1=O)C[C@H]1[C@H](CO)[C@@H](C(=O)OC)[C@@H]2N1S(=O)(=O)c1cccc(C)c1 (mixture of isomers)	0.2
C[C@@H]1CN([C@@H](C)CO)C(=O)c2c(c3ccccc3n2C)-c2ccccc2CO[C@@H]1CN(C)Cc1ccc(C(=O)O)cc1	0.3
O=C(NCCc1ccncc1)[C@H]1[C@H](CO)[C@H]2Cn3c(ccc(-c4ccncc4)c3=O)[C@@H]1N2	-5.7
C[C@H](CO)N1C[C@H](C)[C@@H](CN(C)C(=O)Nc2cccc3ccccc23)Oc2ccc(NC(=O)Nc3cccc4ccccc34)cc2CC1=O	1.0
CN(C)C(=O)C[C@H]1C[C@H]2c3cc(NS(=O)(=O)c4ccccc4)ccc3O[C@H]2[C@@H](CO)O1	-1.3
Cc1noc(C)c1NC(=O)NCC[C@H]1CC[C@@H](NC(=O)c2ccccc2)[C@@H](CO)O1	-0.2
O=C(C[C@@H]1CC[C@H]2[C@@H](COC[C@@H](O)CN2S(=O)(=O)c2ccc(Cl)cc2)O1)N[C@H]1CCN(Cc2ccccc2)C1	0.3
COCC(=O)Nc1ccc2c(c1)C(=O)N(C)C[C@@H](OC)[C@H](C)CN(Cc1ccccn1)[C@@H](C)CO2	-0.5
COc1cccc(NC(=O)N(C)C[C@@H]2Oc3cc(-c4ccccc4OC)ccc3S(=O)(=O)N([C@H](C)CO)C[C@H]2C)c1	-0.9
C[C@H]1CN([C@@H](C)CO)C(=O)Cc2cc(NC(=O)CCC(F)(F)F)ccc2O[C@H]1CN(C)Cc1ccccc1	0.8
O=C(C[C@H]1CC[C@@H]2[C@H](COC[C@H](O)CN2C(=O)c2ccccn2)O1)NC1CCC1	-0.3
O=C(C[C@@H]1CC[C@H](NC(=O)NC2CCCC2)[C@H](CO)O1)NCc1ccc(F)cc1	1.9
CCCN(C)C[C@@H]1Oc2cc(-c3cccnc3)ccc2S(=O)(=O)N([C@@H](C)CO)C[C@@H]1C	0.8

Part of the list above in order of molar mass, low to high.
SMILES	TcdB GH inh
O=C(C[C@H]1CC[C@@H]2[C@H](COC[C@H](O)CN2C(=O)c2ccccn2)O1)NC1CCC1	-0.3
O=C(C[C@@H]1CC[C@H](NC(=O)NC2CCCC2)[C@H](CO)O1)NCc1ccc(F)cc1	1.9
Cc1noc(C)c1NC(=O)NCC[C@H]1CC[C@@H](NC(=O)c2ccccc2)[C@@H](CO)O1	-0.2
CN(C)C(=O)C[C@H]1C[C@H]2c3cc(NS(=O)(=O)c4ccccc4)ccc3O[C@H]2[C@@H](CO)O1	-1.3
CC=Cc1ccc2n(c1=O)C[C@H]1[C@H](CO)[C@@H](C(=O)OC)[C@@H]2N1S(=O)(=O)c1cccc(C)c1 (mixture of isomers)	0.2
COCC(=O)Nc1ccc2c(c1)C(=O)N(C)C[C@@H](OC)[C@H](C)CN(Cc1ccccn1)[C@@H](C)CO2	-0.5
C[C@H]1CN([C@@H](C)CO)C(=O)Cc2cc(NC(=O)CCC(F)(F)F)ccc2O[C@H]1CN(C)Cc1ccccc1	0.8
O=C(C[C@@H]1CC[C@H]2[C@@H](COC[C@@H](O)CN2S(=O)(=O)c2ccc(Cl)cc2)O1)N[C@H]1CCN(Cc2ccccc2)C1	0.3
COc1cccc(NC(=O)N(C)C[C@@H]2Oc3cc(-c4ccccc4OC)ccc3S(=O)(=O)N([C@H](C)CO)C[C@H]2C)c1	-0.9
C[C@H](CO)N1C[C@H](C)[C@@H](CN(C)C(=O)Nc2cccc3ccccc23)Oc2ccc(NC(=O)Nc3cccc4ccccc34)cc2CC1=O	1.0

New compounds follow
SMILES	TcdB GH inh
C[C@H](CO)N1C[C@H](C)[C@H](CN(C)Cc2ccc(C(F)(F)F)cc2)Oc2ccc(NC(=O)Nc3ccc(F)cc3)cc2C1=O	0.0
C[C@@H]1CN([C@@H](C)CO)C(=O)Cc2cc(NS(=O)(=O)c3ccccc3)ccc2O[C@@H]1CN(C)Cc1ccc(C(=O)O)cc1	-1.6
C[C@H]1CN([C@@H](C)CO)C(=O)CCCn2cc(nn2)CO[C@H]1CN(C)C(=O)Nc1cccc(F)c1	0.3
C/C=C/c1ccc2c(c1)O[C@H](CN(C)Cc1cccnc1)[C@H](C)CN([C@H](C)CO)S2(=O)=O	0.8
C[C@@H](NC(=O)C[C@H]1CC[C@H]2[C@@H](COC[C@@H](O)CN2C(=O)Nc2ccccc2)O1)c1ccccc1	1.0
C[C@@H]1CN([C@H](C)CO)C(=O)c2cc(/C=C/c3ccccc3)cnc2O[C@@H]1CN(C)Cc1cncnc1	1.2
COCC(=O)N1[C@H](C#N)[C@H](c2ccccc2-c2cccc(F)c2)[C@H]1CO	1.6
O=C(N[C@@H]1CC[C@H](CCNS(=O)(=O)c2ccc(F)cc2)O[C@H]1CO)c1cnccn1	0.9
CC(C)C#Cc1ccc([C@H]2[C@@H](C#N)N(C(=O)c3cccc(F)c3)[C@H]2CO)cc1	0.1
C[C@@H]1CN([C@@H](C)CO)S(=O)(=O)c2ccc(C3=CCCCC3)cc2O[C@@H]1CN(C)Cc1ccccn1	0.8
C[C@@H]1CCCCO[C@@H](CN(C)Cc2ccncc2)[C@@H](C)CN([C@@H](C)CO)C(=O)c2cc(NC(=O)Nc3ccccc3)ccc2O1	-0.7
C[C@H](CO)N1C[C@H](C)[C@@H](CN(C)S(=O)(=O)c2ccc(F)cc2)Oc2ccc(NS(=O)(=O)c3cn(C)cn3)cc2CC1=O	-5.2
C[C@@H](NC(=O)[C@H]1[C@H](CO)[C@H]2Cn3c(ccc(-c4cccnc4)c3=O)[C@@H]1N2C)c1ccccc1	1.0
C[C@@H]1CN([C@H](C)CO)C(=O)c2cc(NC(=O)Nc3ccc(C(F)(F)F)cc3)ccc2O[C@@H](C)CCCCO[C@@H]1CN(C)Cc1ccncc1	0.1
Cc1ccccc1S(=O)(=O)N1CC[C@@H]2[C@H]1c1cc(-c3ccccc3)ccc1N(C)[C@H]2CO	-0.6
Cc1noc(C)c1NC(=O)Nc1ccc2c(c1)CC(=O)N([C@@H](C)CO)C[C@H](C)[C@@H](CN(C)Cc1ccc(C(=O)Nc3ccccc3N)cc1)O2	-1.4
COCC(=O)Nc1ccc2c(c1)OC[C@@H](C)N(C(=O)Cc1ccccn1)C[C@@H](C)[C@@H](OC)CN(C)C2=O	-0.2
C[C@@H]1CN([C@@H](C)CO)C(=O)c2cc(NS(=O)(=O)c3cccs3)ccc2O[C@@H](C)CCCCO[C@H]1CN(C)Cc1ccccc1	0.1
C[C@H](CO)N1C[C@H](C)[C@H](CN(C)CC2CCCCC2)Oc2c(NC(=O)c3ccncc3)cccc2C1=O	0.5
C[C@@H]1CN([C@H](C)CO)C(=O)c2cc(NS(=O)(=O)c3cccs3)ccc2O[C@@H]1CN(C)S(=O)(=O)c1ccc(Cl)cc1	-0.1
C[C@@H]1CN([C@H](C)CO)C(=O)c2cc(C#CC(C)(C)O)cnc2O[C@H]1CN(C)C(=O)C1CCC1	0.1
Cc1ccc(S(=O)(=O)N[C@H]2C=C[C@@H](CC(=O)NCCCN(C)C)O[C@H]2CO)cc1	-2.4
O=C(N[C@H]1CC[C@@H](CC(=O)N2CCN(c3ccccc3)CC2)O[C@H]1CO)c1ccccc1	0.5
CNC[C@@H]1Oc2c(NS(=O)(=O)c3cccs3)cccc2C(=O)N([C@@H](C)CO)C[C@@H]1C	0.1
COc1ccc(CN(C)C[C@H]2Oc3ccc(NS(=O)(=O)c4ccc(OC)cc4)cc3CC(=O)N([C@H](C)CO)C[C@@H]2C)cc1	0.3
CC(C)NC(=O)N(C)C[C@@H]1Oc2ccc(N(C)C)cc2CC(=O)N([C@@H](C)CO)C[C@@H]1C	-4.5
COCC(=O)N1CC(=O)N2[C@@H](CO)[C@H](c3ccc(C#CC4CCCC4)cc3)[C@@H]2C1	-10.3
Cc1ccccc1-c1cnc2c(c1)C(=O)N([C@@H](C)CO)C[C@@H](C)[C@H](CN(C)C(=O)CN(C)C)O2	0.5
C[C@@H]1CN([C@H](C)CO)C(=O)c2cccc(NS(=O)(=O)c3cn(C)cn3)c2O[C@@H]1CN(C)S(C)(=O)=O	0.3
C[C@H](CO)N1C[C@H](C)[C@H](CN(C)C(=O)c2ccccc2)OCCCC[C@H](C)Oc2ccc(NS(=O)(=O)c3ccc(Cl)cc3)cc2C1=O	0.5
COc1ccc(S(=O)(=O)N(C)C[C@H]2OCCCC[C@H](C)Oc3ccc(NC(=O)Nc4c(C)noc4C)cc3C(=O)N([C@H](C)CO)C[C@@H]2C)cc1	-0.6
CCCC#Cc1cnc2c(c1)C(=O)N([C@H](C)CO)C[C@H](C)[C@@H](CN(C)S(=O)(=O)c1cn(C)cn1)O2	1.4
COCC(=O)N(C)C[C@H]1Oc2cc(-c3cccc(F)c3)ccc2S(=O)(=O)N([C@@H](C)CO)C[C@@H]1C	-0.3
COc1ccccc1C(=O)N1C[C@@H]2[C@H](c3ccccc31)[C@@H](CO)N2C(=O)C1CCOCC1	0.5
CC(=O)N(C)C[C@@H]1Oc2cc(C#C[C@@H](C)O)ccc2S(=O)(=O)N([C@H](C)CO)C[C@H]1C	0.4
C[C@H]1CN([C@@H](C)CO)C(=O)c2cc(-c3ccc(C#N)cc3)cnc2O[C@H]1CN(C)Cc1ccccn1	-0.8
C[C@@H]1CN([C@@H](C)CO)C(=O)c2ccccc2-c2ccccc2CO[C@@H]1CN(C)C(=O)Nc1ccc(-c2ccccc2)cc1	-1.8
O=C(Cc1ccccn1)N1CCCCN2[C@H](CO)[C@H](c3ccc(C#Cc4ccccc4)cc3)[C@H]2C1	0.7
Cc1noc(C)c1S(=O)(=O)N(C)C[C@@H]1Oc2ccc(N(C)C)cc2CC(=O)N([C@@H](C)CO)C[C@H]1C	-3.9
CC(C)NC(=O)N(C)C[C@H]1Oc2c(NC(=O)Nc3cccc4ccccc34)cccc2C(=O)N([C@@H](C)CO)C[C@@H]1C	1.3
CCCNC(=O)C[C@H]1C[C@H]2c3cc(NC(=O)C4CCC4)ccc3O[C@H]2[C@@H](CO)O1	0.0
COc1ccc(CN2C[C@@H](C)[C@H](OC)CN(C)C(=O)c3cc(NC(C)=O)ccc3OC[C@@H]2C)cc1	0.1
CC(C)NC(=O)Nc1ccc2c(c1)C(=O)N([C@H](C)CO)C[C@@H](C)[C@H](CN(C)C(=O)Nc1ccc3c(c1)OCO3)OCCCC[C@@H](C)O2	1.2
COc1cccc(S(=O)(=O)N[C@@H]2C=C[C@@H](CC(=O)NCc3ccncc3)O[C@@H]2CO)c1	1.2
C[C@@H]1CN([C@@H](C)CO)C(=O)c2cccc(NC(=O)Nc3cccc4ccccc34)c2O[C@H]1CN(C)S(=O)(=O)c1cccs1	0.5
CCCN(C)C[C@@H]1Oc2cc(-c3ccccc3OC)ccc2S(=O)(=O)N([C@H](C)CO)C[C@@H]1C	0.0
COc1ccc(-c2cnc3c(c2)C(=O)N([C@H](C)CO)C[C@H](C)[C@H](CN(C)S(=O)(=O)c2ccc(C#N)cc2)O3)cc1	0.5
O=C(c1ccccc1F)N1CC(=O)N2[C@H](CO)[C@H](c3ccc(C#Cc4ccc(F)cc4)cc3)[C@H]2C1	-0.6
Cc1ccc(S(=O)(=O)Nc2ccc3c(c2)C(=O)N([C@H](C)CO)C[C@@H](C)[C@H](CN(C)CC2CCCCC2)O3)cc1	1.5
Cc1noc(C)c1S(=O)(=O)Nc1cccc2c1O[C@H](CN(C)S(=O)(=O)c1ccc(Cl)cc1)[C@H](C)CN([C@H](C)CO)C2=O	-1.6

The list goes on, overlapping the part above by two compounds.
SMILES	TcdB GH inh
Cc1ccc(S(=O)(=O)Nc2ccc3c(c2)C(=O)N([C@H](C)CO)C[C@@H](C)[C@H](CN(C)CC2CCCCC2)O3)cc1	1.5
Cc1noc(C)c1S(=O)(=O)Nc1cccc2c1O[C@H](CN(C)S(=O)(=O)c1ccc(Cl)cc1)[C@H](C)CN([C@H](C)CO)C2=O	-1.6
COCC(=O)Nc1ccc2c(c1)OC[C@H](C)N(Cc1cccc(F)c1)C[C@@H](C)[C@@H](OC)CN(C)C2=O	0.7
COc1cccc(-c2ccc(C3[C@H]4CNC[C@@H]3N4C(=O)NC3CCCCC3)cc2)c1 (stereo not given in full)	-1.7&-0.1
C/C=C/c1ccc(C2[C@H]3CNC[C@@H]2N3C(=O)NC(C)C)cc1 (stereo not given in full)	-1.2
C[C@@H]1CN([C@@H](C)CO)C(=O)c2cc(NC(=O)Nc3cccc4ccccc34)ccc2O[C@@H]1CN(C)Cc1ccc(Oc2ccccc2)cc1	0.9
Cn1cnc(S(=O)(=O)N2C[C@@H](O)COC[C@@H]3O[C@@H](CC(=O)NC4CCCC4)CC[C@H]32)c1	0.2
C[C@H]1CN([C@@H](C)CO)C(=O)c2cccc(NC(=O)c3ccc(-c4nccs4)cc3)c2O[C@@H]1CN(C)Cc1ccc(Oc2ccccc2)cc1	-2.6
O=C(C[C@H]1C[C@H]2c3cc(NC(=O)Nc4ccc(C(F)(F)F)cc4)ccc3O[C@H]2[C@@H](CO)O1)NC1CCCCC1	0.4
C/C=C/c1ccc([C@@H]2[C@@H](CO)N[C@@H]2CN(CC)C(=O)CN2CCOCC2)cc1	-6.9
C[C@@H]1CN([C@@H](C)CO)C(=O)Cc2cc(NC(=O)C3CC3)ccc2O[C@@H]1CN(C)Cc1ccc(C(=O)O)cc1	-10.5
C/C=C/c1ccc([C@H]2[C@@H](CO)N(CCC(F)(F)F)C23CN(C(=O)CC2CC2)C3)cc1	0.3
